MT stabilizer: microtubule stabilizers in HeLa cells, primary screen, imaging, high-content imaging | HeLa tubulin immunostaining HCS, 24 h; share of cells brighter than vehicle mean+2SD | % tubulin-high responders, % at 10 µM | AID 2205, 2009 | 0.83% of 200,000 active;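 active means plate Z-score above 3 for both tubulin-high and condensed-nucleus cell shares, with cell loss under 80%, at 10 µM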;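 further: anti alpha tubulin signal scored within the nucleus-defined area of each cell; some results filed as inactive read as strong as hits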
Hep lipid drop: inhibitors of hepatocyte lipid droplet formation, primary screen, imaging, high-throughput imaging, BODIPY stain; AML12 mouse hepatocytes, oleate lipid droplets; 0.4% of 240,000 active; inhibition, % at 6.5 µM; AID 1656, 2009;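 active means lipid droplet intensity inhibited by at least 50%, with more than 500 cells counted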
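Material – mouse AML12 hepatocyte cell line, fixed after treatment · Compound dosing – one dose, 6.5 µM compound · Times – compound with oleate, overnight · Measured by – Image-based BODIPY and DAPI two-channel analysis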
Autophagy HCS: autophagy modulators in MEF cells, primary screen, imaging, high-content, MEF GFP-LC3 | MEF GFP-LC3 puncta imaging; test concentration mostly 10 µM | calls only at 10 µM (by protocol) | 0.98% of 190,000 active | AID 463193, 2010;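 active means percentage of spot-positive cells more than 3 SD above its plate mean, without a fluorescence outlier flag or 80% toxicity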;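 further: spot-positive cell cutoff set from DMSO-treated cells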
Yfh1-depleted yeast: enhancers of respiration in Yfh1-depleted yeast, dose response, Friedreich's ataxia, plus single-dose screen (AID 1465); S. cerevisiae Yfh1-off respiration, WST-1 reduction, 72 h; higher fold induction means a stronger effect; fold induction at 50 µM; hits with a dose series show EC50 in µM; 0.074% of 220,000 active;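 active means fold induction of absorbance versus untreated yeast above a set limit, then at least 30% activation at any dose in follow-up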;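 further: activators that raise dye reduction in frataxin-depleted yeast; strong numbers were not always called active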
M17LAP inhibition: P. falciparum M17LAP inhibitors, primary screen, biochemical, fluorogenic H-Leu-NHMec substrate, 1536-well (AID 1619) | 0.38% of 220,000 active | recombinant M17LAP, H-Leu-NHMec fluorogenic kinetic assay; higher % means a stronger effect | one-dose inhibition, % at 30 µM; IC50 in µM for titrated hits | Leucine aminopeptidase (Plasmodium falciparum (isolate 3D7));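 active means compound inhibiting the enzyme by more than half at any dose during confirmatory dose-response retesting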;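 further: plate controls were full reaction with DMSO carrier for no effect and no enzyme background for full effect; strong numbers were not always called active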
Ins promoter up: insulin promoter activators in MIN6 cells, imaging, high-content screening, mouse beta cells. MIN6 insulin promoter-GFP reporter; hits give high values. z-score at 5 µM. 0.3% of 190,000 active;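 active means z-score above 3 at 5 µM with at least 500 cells counted in the well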
Dynein cargo inh: inhibitors of GR-EGFP nuclear translocation, primary screen, dynein cargo transport inhibitor project, imaging, high-content, 3617.4 mouse cells; test concentration mostly 20 µM; stimulated with dexamethasone, 1 µM; hits give low values; z-score, hits read low; 0.47% of 220,000 active; AID 1381, 2008;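 active means plate z-score of nuclear minus cytoplasmic receptor signal below a set negative limit, without overly bright fluorescence or cell loss, cut at about -3.5 in these data, passing the limit was not always enough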;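 further: z-score of nuclear minus cytoplasmic ring GR-EGFP intensity difference per well; some compounds called inactive have numbers as strong as hits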
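Buffer or medium – tet-free medium with charcoal-stripped serum · Signal – automated 10x imaging of fixed Hoechst-stained cells · Also added – dexamethasone agonist, 1.0 µM final, for 30 min · Incubation – induction 48 h, compound 1 h, agonist 30 min · Read-out – GR-EGFP nuclear translocation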
ER stress rescue: rescue of cells from ER stress-induced death, primary screen, 384-well, CSM14.1, thapsigargin, ATP luminescence (AID 1222) | 190,000 tested, under 10 active | CSM14.1 thapsigargin-induced death rescue, ATP luminescence; higher % means a stronger effect | cellular ATP content (survival), % at 20 µM, or EC50 in µM where a hit was titrated;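 active means EC50 below 50 µM in the dose-response confirmation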;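 further: death triggered by thapsigargin at about 15 µM added after 2 h compound pretreatment; cell ATP read after overnight thapsigargin exposure of roughly 18 to 22 hours; normalized against plate controls of thapsigargin alone and 5% DMSO vehicle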
P. falciparum M1AAP: P. falciparum M1AAP inhibitors, biochemical, fluorogenic H-Leu-NHMec substrate, 1536-well (AID 1445) | Aminopeptidase N (Plasmodium falciparum (isolate 3D7)) | recombinant M1AAP, H-Leu-NHMec fluorogenic kinetic assay; higher % means a stronger effect | inhibition, % at 30 µM; hits with a dose series show IC50 in µM | 0.42% of 220,000 active;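 active means primary inhibition above the hit cutoff, then over 50% inhibition at one or more dose response concentrations, cut at about 23% in these data, passing the limit was not always enough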;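 further: plate controls were DMSO full reaction for no effect and no enzyme background for full effect; strong numbers were not always called active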
Dynein cargo inh cytoplasmic EGFP: also measured in Dynein cargo inh; calls as there; z-score; measured here: cytoplasmic GR-EGFP intensity; hits give high values
Dynein cargo inh nuclear GR-EGFP: further read-out of Dynein cargo inh, marked with its call; z-score; measured here: nuclear GR-EGFP intensity;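 lower value marks the stronger effect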
Dynein cargo inh cell count: recorded beside Dynein cargo inh, whose call it bears; z-score; measured here: cell count per field
Ins promoter up cell count: also measured in Ins promoter up; calls as there; cell count; measured here: cytotoxicity, nuclei count;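 total cells summed across four imaged fields per well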
Hep lipid drop cells 6.5 µM: further read-out of Hep lipid drop, marked with its call; cell count; measured here: cell count, cytotoxicity flag;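 cells counted across two imaged fields per well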
MT stabilizer Hoechst-high %: second read-out of MT stabilizer, no call of its own (marks repeat the call); % Hoechst-high responders; measured here: nuclear condensation Hoechst responders;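 share of cells brighter than vehicle mean plus two SD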
MT stabilizer cytotoxicity %: recorded beside MT stabilizer, whose call it bears; toxicity, %; measured here: cytotoxicity by cell density;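 0% = mean cell density of plate MIN control wells and 100% = no cells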
Autophagy HCS cell loss 18 h: further read-out of Autophagy HCS, marked with its call; toxicity, %; measured here: cell loss, nuclei count;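 cell loss after 18 h compound exposure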
The depositor's hits bear a star; i = inactive; nt = no result given; + = active, no number.

SMILES	MT stabilizer	MT stabilizer Hoechst-high %	MT stabilizer cytotoxicity %	Hep lipid drop	Hep lipid drop cells 6.5 µM	Autophagy HCS	Autophagy HCS cell loss 18 h	Yfh1-depleted yeast	M17LAP inhibition	Ins promoter up	Ins promoter up cell count	Dynein cargo inh	Dynein cargo inh cytoplasmic EGFP	Dynein cargo inh nuclear GR-EGFP	Dynein cargo inh cell count	ER stress rescue	P. falciparum M1AAP
O=C(CN(c1ccc(F)cc1)S(=O)(=O)c1ccccc1)NCCSC1CCCCC1	5.8	4.5	10.0	-9	636	i	3	i	-8%	-0.58	1486	1.4	-0.24	0.57	-1.2	-0.2%	3%
CNC(=O)c1c(C)[nH]c(=S)c(C#N)c1-c1ccco1	nt	nt	nt	1	700	nt	nt	i	3%	0.43	1464	-0.047	-0.28	0.029	0.42	nt	15%
COc1ccc(C2C(C(=O)C(C)(C)C)=C(O)C(=O)N2Cc2ccccc2)cc1 (centres undefined)	1.5	1.5	0.8	7	579	i	7	i	29%	-0.27	1365	-0.36	-0.25	0.11	1.2	-0.3%	12%
Cc1ccc(S(=O)(=O)N2CCN(CC(=O)N/N=C\c3ccc(Cl)c([N+](=O)[O-])c3)CC2)cc1	4.0	3.9	2.1	-1	682	i	9	i	7%	-0.8	1536	-0.37	-0.2	0.057	-0.0011	-0.9%	3%
O=C(CO/N=C1\CCCc2nonc21)Nc1ccc(Br)cc1	2.1	3.3	11	20	519	i	6	i	2%	-0.12	1408	1.8	-0.18	1.2	-1.5	-1.7%	2%
CCNc1nnc(CSc2nc3ccccc3s2)s1	4.8	2.1	7.5	-5	742	i	-13	i	17%	nt	nt	-0.83	-0.24	-0.23	0.47	-1.7%	1%
NC(=O)c1ccccc1OCC(=O)NS(=O)(=O)c1ccc(Cl)cc1	1.6	1.0	5.9	4	824	i	-13	i	22%	nt	nt	-0.31	-0.19	0.035	0.26	4.6%	12%
COc1cc(OC)cc(C(=O)Nc2ccccc2NC(C)=O)c1	2.4	2.5	8.7	5	767	i	-2	i	-3%	0.21	1101	0.093	-0.19	0.083	0.066	2.6%	2%
CN1CCc2c(sc3c2C(=O)NC(c2cn(Cc4ccccc4)c4ccccc24)N3)C1 (centres undefined)	3.8	1.4	10	-50	595	+	2.9*	i	-27%	-2.1	881	9.2	6.1	6.2	-4.8	nt	17%
O=C(CSCC(=O)N1CCCc2ccccc21)Nc1nc(-c2ccccc2)cs1	3.0	2.7	5.8	69*	711*	i	-6	i	2%	-4	505	2.9	0.041	2.8	-1.9	-0.2%	5%
CC(C)C(c1nnnn1C1CCCC1)N(C)C1CCCCC1 (centres undefined)	2.8	1.2	4.0	-13	786	i	5	i	-5%	-0.04	1174	2.5	-0.063	1.6	-2	1.3%	4%
CN1CC(=O)N(C)c2ncn(Cc3ccccc3)c2C1=O	5.5	3.1	3.1	1	658	i	-6	i	18%	0.37	1823	0.84	-0.12	0.76	-1.6	-0.5%	3%
CCCCN(C)C(=O)c1nc2ccccn2c1CNC1CCC1	3.3	1.8	6.4	-95	595	i	-3	i	1%	nt	nt	-0.13	-0.36	0.0072	0.73	-1.2%	6%
Cc1c(N(C)C(=O)c2ccccc2F)c(=O)n(-c2ccccc2)n1C	2.7	1.8	3.0	nt	nt	i	12	i	9%	-0.21	1146	4.6	0.25	2.1	-2.1	0.2%	7%
CCNC(=S)Nc1ccc(OCC)cc1	2.0	1.1	7.8	-1	659	i	19	i	10%	0.04	1238	0.64	0.57	1.4	-3.2	0.9%	4%
O=C(Nc1ccc(F)cc1)NC1CCCCC1	3.4	2.7	3.3	3	848	i	-2	i	-6%	0.11	905	0.16	-0.09	0.41	0.15	0.4%	5%
CCCCCCC(=O)N1CCC(c2nc3c(nnn3Cc3ccccc3Cl)c(=O)[nH]2)CC1	2.9	1.3	3.8	7	768	i	19	i	3%	0.22	1107	-0.83	-0.16	-0.54	0.065	-1.4%	-1%
O=C1CCc2cc(S(=O)(=O)N3CCC(C(=O)NCCC4=CCCCC4)CC3)ccc2N1	5.2	2.8	1.9	nt	nt	i	3	i	4%	0.67	869	-0.092	-0.19	0.086	0.48	1.0%	16%
O=C(Nc1ccc(Cl)cc1)c1cccs1	1.5	1.8	6.2	5	662	i	0	i	-11%	-0.66	1779	0.39	-0.27	0.24	0.42	-2.4%	9%
CCN(CC)S(=O)(=O)c1cccc(-c2nnc(SCCOc3ccc(Cl)cc3)o2)c1	1.6	1.2	2.4	nt	nt	nt	nt	nt	-1%	-1.3	914	0.79	0.38	0.84	-0.88	-0.2%	3%
CCN(CC)CCNC(=O)c1ccc2c(c1)ncn2C1CCCCC1	3.0	1.8	7.6	nt	nt	i	17	i	-11%	-0.51	1571	-1	-0.32	-0.85	0.15	-0.2%	3%
COC(=O)[C@H](Cc1ccccc1)NC(=O)NCCC1=CCCCC1	2.4	1.9	6.0	-5	701	i	0	i	7%	-2.1	982	-0.25	-0.28	-0.099	0.034	-1.6%	3%
CC(=O)Nc1ccc(N/C(C)=C/C(=O)c2cccnc2)cc1	2.7	2.3	4.7	9	604	i	-6	i	33%	-0.16	1294	0.021	-0.28	-0.23	0.18	0.9%	12%
O=C(CSC1CC(=O)N(CCc2ccccc2)C1=O)Nc1ccc(Cl)cc1 (centres undefined)	6.8	1.7	9.7	5	580	i	-1	i	-1%	0.67	1457	-0.55	-0.06	-0.25	0.13	-2.1%	6%
CCOC(=O)C1CCCN(CCC(=O)Nc2cc(C)cc(C)c2)C1 (centres undefined)	3.6	3.0	8.2	-3	695	i	0	i	16%	-0.48	1297	-0.4	-0.28	-0.047	0.089	-0.8%	4%
CCOc1ccc(NC(=O)NC(=O)N(C)S(=O)(=O)c2ccc(C)cc2)cc1	2.5	1.9	5.7	4	720	i	10	i	3%	nt	nt	-0.047	-0.29	0.013	0.68	1.3%	15%
O=[N+]([O-])c1cc(C(F)(F)F)ccc1-n1nnc2ccccc21	2.9	1.7	3.6	-6	561	i	10	i	7%	0.41	1517	0.51	-0.28	0.13	0.67	0.2%	5%
O=C(CNc1ccccc1)c1ccc([N+](=O)[O-])cc1	3.4	2.5	7.8	18	612	i	0	i	-9%	-0.24	1547	0.82	-0.16	0.37	-0.3	2.6%	6%
Cc1ccc(Nc2ccc(N)cc2S(=O)(=O)O)cc1	nt	nt	nt	8	877	nt	nt	i	-1%	0.25	1389	-0.41	-0.25	-0.24	0.56	nt	6%
CC1CCc2nc(NC(=O)CN3CCN(c4ccc(F)cc4)CC3)sc2C1 (centres undefined)	0.6	1.8	12	10	741	i	23	i	0%	nt	nt	2	-0.18	1.6	-1.6	0.4%	15%
CC1(C)CC(=O)C(C2=NC3(CCCCCC3)Cc3ccccc32)=C(O)C1	nt	nt	nt	33	749	nt	nt	i	-1%	-1.1	1147	-1	-0.12	-0.56	0.93	nt	1%
Clc1cccc(CSc2nc3ccncc3[nH]2)c1	4.2	2.4	2.0	nt	nt	i	10	i	-3%	-0.44	870	-0.39	-0.21	-0.13	-0.021	-2.9%	0%
O=c1[nH]nc(N/N=C/c2ccccc2OC(F)F)c(=O)[nH]1	nt	nt	nt	-3	687	nt	nt	i	4%	-0.54	1483	0.27	-0.22	0.034	0.23	nt	10%
Cc1ccccc1OCC(=O)Nc1ccc2oc(=O)ccc2c1	1.6	1.6	8.8	1	719	i	4	i	0%	-0.05	1244	-1.2	-0.18	-0.53	1	-0.8%	17%
Cc1c(S(=O)(=O)N2CCc3ccccc3C2)c(=O)n(C)c(=O)n1C	2.3	2.6	10	26	647	i	16	i	-10%	-1.1	1935	1.2	-0.018	0.81	-0.92	-0.4%	0%
COc1ccccc1-c1c(C(F)(F)F)oc2cc(OC(=O)c3ccc([N+](=O)[O-])cc3)ccc2c1=O	2.9	1.8	2.4	-3	625	i	3	i	7%	-0.72	1350	-0.53	-0.14	-0.36	0.18	-1.9%	2%
Cc1ccccc1NC(=O)N1C2CCCC1CC(NC(=O)C1CC1)C2 (centres undefined)	5.2	1.7	0.6	-6	674	i	-7	i	7%	0.11	1358	0.15	-0.073	0.61	1	nt	1%
Cc1nc(Sc2nnnn2-c2ccccc2)c(C#N)c(C)c1C	10	2.5	4.6	nt	nt	i	2	i	12%	-1.2	1013	-0.74	-0.26	-0.42	0.7	-1.0%	14%

High-throughput results: PubChem, several laboratories
